# Screens (PubChem BioAssay)
# procasp7 counter: counter-screen for procaspase-3 activators: activators of human procaspase-7 | recombinant procaspase-7, Ac-DEVD-pNA absorbance 405 nm; D23A/D198A/D206A triple mutant, cannot self-cleave; scale: DMSO 0, 5 µM enzyme 100 | activation, % at 8.5 µM | 330,000 tested, 0.093% active | P55210;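 active = percent activation above the screen-wide mean plus 3 SD, cut at about 25% in these data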
#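 Assay system: Uncleavable procaspase-7 mutant enzyme / Input: 2 µM procaspase-7 mutant as dispensed / Dosing: single nominal 8.5 µM compound dose, 0.8% DMSO final / Timing: 1 h enzyme–compound preincubation and 2 h substrate reaction, both 25 °C / Detection: p-Nitroaniline absorbance at 405 nm, read at 0 and 120 min / Replication: singlicate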
# VLA-4 inh: inhibition in a human VLA-4 binding assay; P13612; VLA-4 expressing cells, ligand binding flow cytometry; inhibition, % (about 7 µM as worked out from the volumes in the protocol); 330,000 tested, 0.2% active; AID 2557; in the data active = inhibition above about 50%
# Target sequence (P13612 whole entry, looked up): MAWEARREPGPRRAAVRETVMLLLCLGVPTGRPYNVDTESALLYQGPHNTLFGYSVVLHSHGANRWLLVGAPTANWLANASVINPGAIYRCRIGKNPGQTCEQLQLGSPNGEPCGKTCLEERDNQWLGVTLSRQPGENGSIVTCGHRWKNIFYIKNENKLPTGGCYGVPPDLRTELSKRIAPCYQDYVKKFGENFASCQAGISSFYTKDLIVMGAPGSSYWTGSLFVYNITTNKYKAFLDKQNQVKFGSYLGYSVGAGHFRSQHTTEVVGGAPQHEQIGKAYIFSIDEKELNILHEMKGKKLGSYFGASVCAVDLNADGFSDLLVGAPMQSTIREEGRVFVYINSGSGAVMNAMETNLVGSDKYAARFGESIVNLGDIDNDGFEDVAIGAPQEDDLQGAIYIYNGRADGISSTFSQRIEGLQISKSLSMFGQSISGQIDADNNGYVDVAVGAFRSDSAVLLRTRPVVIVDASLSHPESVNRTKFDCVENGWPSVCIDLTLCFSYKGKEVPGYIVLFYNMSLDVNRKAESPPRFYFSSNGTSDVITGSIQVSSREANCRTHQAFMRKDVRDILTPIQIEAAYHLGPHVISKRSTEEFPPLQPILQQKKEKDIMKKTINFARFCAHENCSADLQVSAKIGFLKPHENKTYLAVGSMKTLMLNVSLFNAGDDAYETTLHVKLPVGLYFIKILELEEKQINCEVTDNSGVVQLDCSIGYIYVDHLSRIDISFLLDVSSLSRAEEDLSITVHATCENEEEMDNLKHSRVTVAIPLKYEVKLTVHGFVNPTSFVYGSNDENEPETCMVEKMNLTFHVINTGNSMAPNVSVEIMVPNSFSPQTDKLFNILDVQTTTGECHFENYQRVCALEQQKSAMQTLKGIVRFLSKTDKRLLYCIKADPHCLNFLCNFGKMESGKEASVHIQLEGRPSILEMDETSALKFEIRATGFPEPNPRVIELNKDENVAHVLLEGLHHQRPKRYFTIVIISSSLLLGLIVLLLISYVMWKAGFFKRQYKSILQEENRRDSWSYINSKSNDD
# JMJD2C inh: human JMJD2C demethylase inhibition | GST-JMJD2C(1-420) H3K9me3 demethylation, DELFIA europium | 330,000 tested, 0.069% active | inhibition, % at 2.35 µM | AID 2099 | Q9H3R0;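 active = more than half of a compound's replicate wells show inhibition beyond 50%, single wells judged on their own value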;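 note: signal counts dimethyl H3K9 product captured on neutravidin plate; 0% = median of DMSO wells and 100% = 0.3 times that DMSO median; strong numbers were not always called active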
# procasp3 activ: activates human procaspase-3; 330,000 tested, 0.11% active; recombinant procaspase-3 D3A, Ac-DEVD-pNA absorbance 405 nm; P42574; activation, % at 8.5 µM;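 active = activation above the mean of all tested compounds plus 3 SD, cut at about 21% in these data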;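 note: 0% = DMSO alone and 100% = DMSO wells spiked with extra 5 µM PC-3 D3A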
#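 Evaluation: percent activation relative to control range; Material: Procaspase-3 D3A mutant, all three cleavage aspartates alanine; Compound: single dose, 8.5 µM nominal compound, 0.8% DMSO; Replication: one well per compound; Signal: absorbance at 405 nm, 0 and 120 min; Schedule: 1 h preincubation plus 2 h reaction at 25 °C.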
# PP5 inh: blocks human protein phosphatase 5 activity; purified PP5c, OMFP substrate fluorescence; 320,000 tested, 0.18% active; inhibition, % at 6.7 µM; P53041; AID 1987;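 active = inhibition above the campaign's mean inhibition across all tested compounds plus 3 SD, cut at about 9.5% in these data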;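 note: 0% = DMSO only and 100% = 100 µM cantharidin control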
# CTSL1 counter: cathepsin L1 inhibition, PFM18AAP counter-screen. recombinant F. hepatica cathepsin L1, Z-Leu-Arg-MCA fluorescence. inhibition, % at 5.96 µM. 300,000 tested, 0.49% active. AID 1906;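 active = inhibition above the mean of all tested compounds plus 3 SD, set per screening campaign, cut at about 17% in these data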;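 note: 0% = plate median of test compound wells and 100% = 1 µM Z-Phe-Ala-diazomethylketone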
# GRK2 aptamer HTS: human GRK2 inhibition via aptamer displacement; P25098; bead flow cytometry, FAM-aptamer displacement from GRK2; inhibition of aptamer binding, % at 10 µM; 330,000 tested, 0.59% active; AID 488847;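 active = inhibition of aptamer binding above 40%, roughly 3 SD of noise, on plates passing a quality check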;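 note: median bead fluorescence of bound FAM aptamer so fluorescent compounds give negative values; no value below 0 was filed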
# HCV core dimer: HCV core protein dimerization inhibition; TR-FRET GST/Flag-core106 dimerization, 1536-well; inhibition, % at 5 µM; 300,000 tested, 0.33% active;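 active = inhibition above the mean of all tested compounds plus 3 SD, set per screening campaign, cut at about 45% in these data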
#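 System: GST-tagged and Flag-tagged HCV core protein residues 1-106 / Input: core106 proteins, GST 13.5 nM and Flag 17 nM / Buffer or medium: KF-containing HEPES buffer, pH 7.45, DTT, CHAPS, BSA / Probe or stimulus: Eu-anti-GST and XL665-anti-Flag labelled anti-tag antibodies / Schedule: 4 h, 22.5 °C incubation / Technique: TR-FRET 671 and 617 nm emission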
# PP1 counter: blocks human PP1-alpha phosphatase, a PP5 counter-screen; P62136; purified PP1alpha, OMFP fluorescence; inhibition, % at 6.7 µM; 320,000 tested, 0.9% active;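 active = inhibition above the mean inhibition of all tested compounds plus 3 SD, computed separately for each screening campaign, cut at about 15% in these data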
# Active calls of the source: *; . = not tested or not shown. Outcome played no part in choosing rows; any-hit rate near 2.6%.
# Below each SMILES – procasp7 counter	VLA-4 inh	JMJD2C inh	procasp3 activ	PP5 inh	CTSL1 counter	GRK2 aptamer HTS	HCV core dimer	PP1 counter
> CC(=O)Nc1cccc2c1C(=O)N(c1ccccc1OC(C)=O)C2=O
    1	17	3	3	-3.1	-13	3	4	-1
> CCN(C(=O)COC(=O)c1cnc(C)cn1)C1CCCCC1
    5	21	0	2	1.4	-6	0	-2	-4
> CCOC(=O)/C=C1\SCC(=O)N1CC(=O)NC(C)c1ccccc1 (stereo not given)
    5	-5	-3	5	-1.2	1	2	-6	0
> O=S(=O)(c1cccc(-c2nnc(SCc3nc4ccccc4s3)o2)c1)N1CCOCC1
    4	-26	7	-3	0.5	1	2	6	-5
> Cc1ccccc1NC(=O)COC(=O)c1c(-c2ccccc2)noc1C
    2	8	-1	8	0.5	.	3	.	-2
> CC(C)CCc1noc(CN(C)CCC2CCOCC2)n1
    7	22	4	-2	3.7	2	1	-5	-1
> O=C(O)CC(c1cccc2ccccc12)n1cccc1 (stereo not given)
    -2	20	-5	-4	-1.2	-2	1	-4	-3
> COc1ccc(NC(=O)CNS(=O)(=O)c2cccs2)c(OC)c1
    10	5	6	-8	1.5	-3	0	-4	2
> Cc1cc(OC(=O)c2ccccc2Br)cc(=O)n1C
    9	-14	5	1	3.0	-4	1	2	-4
> CCCCOc1ccc(CC2CCC(=O)NC2=O)cc1 (stereo not given)
    3	15	9	-10	-1.3	-2	0	0	6
> CCC(=O)Nc1ccc2c(c1)N(C(C)=O)c1ccccc1CC2
    -6	15	-7	-1	3.5	-6	0	-5	0
> Cc1ccc(OCCOCCN2CCN(C)CC2)c([N+](=O)[O-])c1
    -10	-8	2	7	4.4	18*	2	-4	-1
> COc1ccc(C(=O)N2CCC(N3CCN(c4ccccc4)CC3)CC2)cc1
    -9	-1	-32	-9	-1.0	-1	1	-1	1
> Cn1cc(CN2CCN(c3ccccc3)CC2)c2ccccc21
    1	0	-6	8	4.1	-7	1	3	0
> COc1ccc(C(=O)COC(=O)C2CC3CCCC(C2)C3=O)cc1Br (stereo not given)
    6	2	1	9	1.0	4	1	1	-4

# 12 entries already listed, sorted by SMILES length, highest first:
# Below each SMILES – procasp7 counter	VLA-4 inh	JMJD2C inh	procasp3 activ	PP5 inh	CTSL1 counter	GRK2 aptamer HTS	HCV core dimer	PP1 counter
> O=S(=O)(c1cccc(-c2nnc(SCc3nc4ccccc4s3)o2)c1)N1CCOCC1
    4	-26	7	-3	0.5	1	2	6	-5
> COc1ccc(C(=O)N2CCC(N3CCN(c4ccccc4)CC3)CC2)cc1
    -9	-1	-32	-9	-1.0	-1	1	-1	1
> COc1ccc(C(=O)COC(=O)C2CC3CCCC(C2)C3=O)cc1Br (stereo not given)
    6	2	1	9	1.0	4	1	1	-4
> CCOC(=O)/C=C1\SCC(=O)N1CC(=O)NC(C)c1ccccc1 (stereo not given)
    5	-5	-3	5	-1.2	1	2	-6	0
> Cc1ccccc1NC(=O)COC(=O)c1c(-c2ccccc2)noc1C
    2	8	-1	8	0.5	.	3	.	-2
> COc1ccc(NC(=O)CNS(=O)(=O)c2cccs2)c(OC)c1
    10	5	6	-8	1.5	-3	0	-4	2
> CCC(=O)Nc1ccc2c(c1)N(C(C)=O)c1ccccc1CC2
    -6	15	-7	-1	3.5	-6	0	-5	0
> CCN(C(=O)COC(=O)c1cnc(C)cn1)C1CCCCC1
    5	21	0	2	1.4	-6	0	-2	-4
> Cn1cc(CN2CCN(c3ccccc3)CC2)c2ccccc21
    1	0	-6	8	4.1	-7	1	3	0
> Cc1cc(OC(=O)c2ccccc2Br)cc(=O)n1C
    9	-14	5	1	3.0	-4	1	2	-4
> O=C(O)CC(c1cccc2ccccc12)n1cccc1 (stereo not given)
    -2	20	-5	-4	-1.2	-2	1	-4	-3
> CCCCOc1ccc(CC2CCC(=O)NC2=O)cc1 (stereo not given)
    3	15	9	-10	-1.3	-2	0	0	6

# The listing continues.
# Below each SMILES – procasp7 counter	VLA-4 inh	JMJD2C inh	procasp3 activ	PP5 inh	CTSL1 counter	GRK2 aptamer HTS	HCV core dimer	PP1 counter
> O=C(COC(=O)c1cc([N+](=O)[O-])ccc1N1CCOCC1)Nc1ccccc1OC(F)F
    -13	8	-1	-8	-0.1	1	3	-7	3
> CCC(C)NC(=O)[C@@H]1CSC2c3ccccc3C(=O)N21 (stereo not given in full)
    8	6	3	-1	-0.2	-1	20	0	-1
> CCOc1ccc2c(c1)/C(=N/N1C(=O)c3ccccc3C1=O)C(=O)N2
    2	-4	6	-3	-0.3	3	4	-10	0
> C/C(=N/NC(=O)c1cccs1)c1ccc(NC(=O)COc2ccc(Cl)cc2Cl)cc1
    -4	10	11	-5	1.3	1	0	32	7
> O=C(N/N=C/c1c(Cl)[nH]c2ccccc12)c1sc2ccccc2c1Cl
    5	-3	-14	-7	6.2	-3	0	3	6
> COc1cc(OC)c(-c2c3cc(O)c(=O)cc-3oc3cc(O)c(O)cc23)cc1OC
    -9	-400	38	-6	-12	1	0	-18	-7
> O=C(Nc1ccc(N2CCOCC2)c(Cl)c1)c1ccc2c(c1)OCCO2
    -1	-15	11	2	-6.9	5	0	6	0
> Cc1nnc(SCCN2CCOCC2)n1C
    7	8	6	2	-0.5	0	0	7	-1
> O=C(O)c1nn(-c2cccc(C(F)(F)F)c2)ccc1=O
    11	-1	2	4	0.7	4	2	3	-1
> CCN(CC)CCNC(=O)c1ccc2c(c1)ncn2C1CCCCC1
    0	8	-1	1	0.8	-2	0	4	5
> O=C(CN(Cc1ccco1)S(=O)(=O)c1ccccc1)N/N=C/c1ccccc1C(=O)O
    -2	6	-4	-3	0.6	-4	1	-2	3
> Cc1ccc(N2CC(=O)N(NC(=O)c3sc4nc(C)cc(C)c4c3N)CC2=O)cc1
    3	28	3	-3	-0.6	4	0	5	-2
> CCOC(=O)c1cc(-c2ccc(F)cc2)n(CC(=O)NC(C)CC)c1C (stereo not given)
    -3	-3	-8	3	3.1	-2	0	4	4
> C=CCc1cccc(/C=C/c2cc(=O)c3ccccc3[nH]2)c1O
    7	-31	-12	4	-0.3	1	0	-3	-6
> OC1c2cc(Br)ccc2N=C2CCCN21 (stereo not given)
    -4	-4	25	8	-0.2	-7	2	1	2
> CCn1cc(C(=O)NCc2ccco2)c2cc(OC)c(OC)cc2c1=O
    1	13	4	-5	-0.5	0	0	4	-3
> CCC(c1nnnn1Cc1ccccc1)N(Cc1ccco1)Cc1cc2cc(OC)ccc2[nH]c1=O (stereo not given)
    -22	5	1	-14	4.7	1	0	13	8
> Cn1c(=O)c2c(nc(Cc3ccc(N)cc3)n2C)n(C)c1=O
    -3	5	10	2	3.3	0	1	1	0
> Cc1c(NC(=O)/C(C#N)=C/c2ccc(-c3ccc(Cl)c(Cl)c3)o2)c(=O)n(-c2ccccc2)n1C
    4	-6	2	3	1.2	-2	0	13	0
> CCOc1ccc(CCNC(=O)COC(=O)/C=C/c2ccccc2)cc1OCC
    -2	-5	9	-2	-0.1	-2	0	-1	-2
> c1ccc(-n2nnnc2-c2cnc(-c3cccnc3)nc2-c2cccs2)cc1
    4	9	4	-3	5.0	0	0	16	3
> CC(=O)c1ccc2noc(-c3ccc(C)cc3)c2c1
    2	10	-38	-2	-1.6	1	4	-3	0
> OCc1c(Cl)nc2ccccn12
    3	8	-6	2	-1.9	-3	1	2	-3
> COc1cccc(NC(=S)N(CCCN2CCC(C)CC2)Cc2cccs2)c1
    -13	4	6	-5	-1.4	-1	0	-2	0
> Cc1ccc(NC(=S)N(CCN(C)C)Cc2cccs2)cc1
    -3	9	-1	-3	1.1	0	0	-3	0
> O=C(C1CCOCC1)N1CCCC(N2CCN(c3ccc(F)cc3)CC2)C1 (stereo not given)
    -8	-43	4	-4	-0.2	-2	0	-4	-2
> CN(C)CC(O)CN1C(=O)N(CN2C(=O)N(CC(O)CN(C)C)C(=O)C2(C)C)C(C)(C)C1=O (stereo not given)
    8	12	4	5	1.6	1	3	-2	0
> Cc1c(NC(=O)c2cnn3cccnc23)c(=O)n(-c2ccccc2)n1C
    5	6	3	0	1.1	2	0	-3	-2
> CCOC(=O)Cn1c(=O)oc2cc(S(=O)(=O)Nc3cc(Cl)ccc3OC)ccc21
    4	-10	-2	-3	0.1	-4	1	-3	-6
> CCc1ccc(C2CC(=O)N(c3ccc(F)cc3)C3=C2C(=O)OC3)cc1 (stereo not given)
    3	3	19	1	-1.4	1	0	12	-2
> O=C(NCc1ccncc1)C(=O)NCC1OCCCN1S(=O)(=O)c1ccccc1 (stereo not given)
    -4	1	11	-4	-0.1	2	0	-3	-1
> CCCNC(=O)CS(=O)(=O)Cc1nc(-c2ccccc2C)oc1C
    -2	-3	10	-6	0.6	1	0	-13	-2
> O=C(CSc1ncnc2c1nnn2-c1ccc(F)cc1)NCC1CCCO1 (stereo not given)
    0	-3	4	3	4.2	-2	0	4	-4
> CSCCC(NC(=O)c1ccccc1)C(=O)NCCCSc1ccccc1 (stereo not given)
    8	-5	-3	-2	3.0	.	3	.	0
> CCN(CC)c1ccc(NC(=O)CN2CCN(S(=O)(=O)c3cc(Cl)ccc3OC)CC2)cc1
    -9	-6	4	-9	4.2	2	0	-1	1
> CC(NC(=O)c1ccccc1Br)c1nnc(SCC(=O)NC2CCCCC2)n1C (stereo not given)
    7	-5	-12	3	1.4	-1	2	-6	1
> Cc1sc(NC(=O)CN2C(=O)NC3(CCCC3)C2=O)nc1-c1ccc(F)cc1
    7	-26	1	6	2.0	-2	2	2	-3
> Cc1ccc(C(=O)N/C(=C\c2cccs2)C(=O)NCC2CCCO2)cc1C (stereo not given)
    7	1	-7	-1	-0.2	0	0	-7	0
> Cc1ccc(CN2CCN(C/C(Cl)=C/c3ccccc3)CC2CCO)o1 (stereo not given)
    3	-8	-8	1	-2.8	0	1	-2	-1
> COc1ccc(C2CC(=O)Nc3ccccc3S2(=O)=O)cc1OC (stereo not given)
    12	-10	-4	0	-1.9	0	0	2	-4
> Cc1nn(-c2ccccc2)c(Cl)c1/C=N/NC(=O)CCNc1n[nH]c(=O)[nH]c1=O
    3	8	-4	16	-0.3	-1	2	0	-3
> Fc1ccccc1-c1nnc2n1N=C(c1ccc(OC(F)F)c(OCC3CC3)c1)CS2
    3	-11	.	2	.	.	0	.	.
